# Source: PubChem
# Arr AP2 block – blocks beta-arrestin peptide binding to AP2 adaptin; 0.31% of 340,000 active; inhibition, % at 10 µM; FITC-arrestin peptide / GST-AP2 beads, flow cytometry; AP2 beta2 appendage carries R879A mutation; AID 504490;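 active = inhibition above a set limit, near 3 SD of compounds lacking own fluorescence, cut at about 54% in these data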;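 note: plate controls were DMSO wells for no effect and 5 µM unlabelled arrestin peptide for full effect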
#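 System: GST-AP2 R879A glutathione beads | Also added: FITC-arrestin peptide, 50 nM | Times: 12 min plus 1 h, RT | Signal: Bead flow cytometry, FITC channel | Buffer or medium: PBS with 0.05% Tween 20 and 0.1% BSA | Read-out basis: Percent drop in bead-associated FITC signal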
# SR-BI DiI-HDL act – activators of SR-BI mediated HDL lipid uptake | CHO ldlA[mSR-BI] cells, DiI-HDL uptake fluorescence, 3 h; 100 = double the neutral-control signal | activation, % at 12.5 µM | 0.096% of 320,000 active | AID 504775;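 active = mean replicate activation of at least 60% and every replicate at or above 60%; inconclusive = mean or all-replicate condition met, but not both; inactive = mean below 60% and not all replicates reaching 60%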;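 note: 0% = median plate neutral-control signal and 100% = twice that signal; values of inactives mirror those of a sister screen read the other way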
#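 Material: SR-BI-overexpressing, LDLR-lacking CHO cells | Dosing: Single compound concentration, delivered by pin transfer | Probe or stimulus: Labelled HDL, 10 µg/mL | Signal: Bottom-read cell fluorescence after medium removal, ex 550/em 595 nm | Schedule: 3 h, 37 °C | Evaluation: HDL uptake via cellular fluorescence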
# Cardiac RTF inh – cardiac RTF calcium desensitization; IANBD-labeled cardiac RTF, Ca2+ fluorescence; 0.12% of 340,000 active; P19429+P45379; inhibition, % at 7.15 µM;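 active = inhibition above the mean inhibition of all tested compounds plus 3 SD, cut at about 17% in these data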;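 note: assay run at fixed EC70 calcium of 1.6 mM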
# Keap1-Nrf2 PPI – inhibitors of human Keap1-Nrf2 protein-protein interaction; inhibition, % at 9.4 µM; AID 504523; Q14145; 0.15% of 340,000 active; Keap1 Kelch-Nrf2 peptide fluorescence polarization, 1536-well; in the data active = inhibition above about 12%; inconclusive = no clear call, values can overlap the other calls; inactive = below about 7.3%;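 note: human Keap1 Kelch domain with fluorescein labeled Nrf2 9mer peptide probe; 0% = neutral control wells and 100% = peptide positive control; higher means more block of Keap1 binding to Nrf2 peptide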
# PKA-R2B activ – activators of human PKA-R2B complex; P22694+P31323; PKA-R2B holoenzyme dissociation, Cy5-IP20 fluorescence polarization; R2B truncated from residue 108, S112A mutant; 0% DMSO only, 100% 113 µM cGMP; activation, % at 11.4 µM; 0.079% of 340,000 active; AID 504700;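 active = activation above a cutoff set at the mean over all compounds plus 3 SD, cut at about 18% in these data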;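 note: higher means more holoenzyme dissociation and a rise in polarization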
# Target sequence (P31323 whole entry, looked up, other chains not shown, the tested form may be a part): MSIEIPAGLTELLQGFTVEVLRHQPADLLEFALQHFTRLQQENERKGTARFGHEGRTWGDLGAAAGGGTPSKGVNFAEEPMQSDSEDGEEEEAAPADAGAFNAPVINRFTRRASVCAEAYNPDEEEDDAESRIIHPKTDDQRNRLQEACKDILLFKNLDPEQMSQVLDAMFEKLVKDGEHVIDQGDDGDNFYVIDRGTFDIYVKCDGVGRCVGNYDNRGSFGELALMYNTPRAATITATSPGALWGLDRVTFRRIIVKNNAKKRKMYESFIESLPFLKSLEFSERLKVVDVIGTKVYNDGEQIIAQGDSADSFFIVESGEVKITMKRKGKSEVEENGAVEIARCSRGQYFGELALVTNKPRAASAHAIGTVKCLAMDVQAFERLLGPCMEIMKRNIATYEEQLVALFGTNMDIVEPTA
# LANA DNA inh – blocks KSHV LANA C-terminal domain binding to DNA. MBP-C-LANA/FAM-LBS DNA binding, fluorescence polarization. inhibition, % at 9 µM. 0.078% of 340,000 active;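 active = highest replicate inhibition at or above 60% at 9 µM, even if other replicates fall short; inactive = all replicates below 60% inhibition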;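 note: 0% = neutral control wells and 100% = 4 µM acridine orange control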
# PvdQ inh – P. aeruginosa PvdQ acylase inhibition; inhibition, % at 10 µM; 0.063% of 340,000 active; AID 488965; purified PvdQ acylase, fluorescence plate reader; in the data active = inhibition above about 30%, passing the limit was not always enough; inconclusive = no clear call, values can overlap the other calls;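 note: 0% = vehicle neutral wells and 100% = reference inhibitor wells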
# SR-BI DiI inh – mouse SR-BI HDL lipid transfer inhibition; 0.96% of 320,000 active; Q61009; ldlA[mSR-BI] CHO cells, DiI-HDL uptake fluorescence, 3 h; AID 488896; inhibition, % at 12.5 µM;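 active = mean replicate inhibition of at least 70% and a set share of replicates each scoring 70 or more; inconclusive = meets just one of the two criteria; inactive = fails both criteria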;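 note: 0% = median of neutral control wells and 100% = median of positive control wells; values of inactives mirror those of a sister screen read the other way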
# NSD2 HMT inh – inhibitors of human histone methyltransferase NSD2; AID 743445; NSD2 peptide methylation, AlphaScreen, 120 min; 0.54% of 310,000 active; inhibition, % at 12.5 µM; in the data active = inhibition above about 50%
# DAGLB inh – blocks human DAGLB lipase activity | Q8NCG7 | HEK293T DAGLB membrane lysate, EnzChek fluorogenic substrate | inhibition, % at 5.17 µM | 0.059% of 340,000 active | AID 504411; in the data active = inhibition above about 34%;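 note: 0% = enzyme with vehicle and 100% = wells lacking enzyme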
# Target sequence (Q8NCG7 whole entry, looked up): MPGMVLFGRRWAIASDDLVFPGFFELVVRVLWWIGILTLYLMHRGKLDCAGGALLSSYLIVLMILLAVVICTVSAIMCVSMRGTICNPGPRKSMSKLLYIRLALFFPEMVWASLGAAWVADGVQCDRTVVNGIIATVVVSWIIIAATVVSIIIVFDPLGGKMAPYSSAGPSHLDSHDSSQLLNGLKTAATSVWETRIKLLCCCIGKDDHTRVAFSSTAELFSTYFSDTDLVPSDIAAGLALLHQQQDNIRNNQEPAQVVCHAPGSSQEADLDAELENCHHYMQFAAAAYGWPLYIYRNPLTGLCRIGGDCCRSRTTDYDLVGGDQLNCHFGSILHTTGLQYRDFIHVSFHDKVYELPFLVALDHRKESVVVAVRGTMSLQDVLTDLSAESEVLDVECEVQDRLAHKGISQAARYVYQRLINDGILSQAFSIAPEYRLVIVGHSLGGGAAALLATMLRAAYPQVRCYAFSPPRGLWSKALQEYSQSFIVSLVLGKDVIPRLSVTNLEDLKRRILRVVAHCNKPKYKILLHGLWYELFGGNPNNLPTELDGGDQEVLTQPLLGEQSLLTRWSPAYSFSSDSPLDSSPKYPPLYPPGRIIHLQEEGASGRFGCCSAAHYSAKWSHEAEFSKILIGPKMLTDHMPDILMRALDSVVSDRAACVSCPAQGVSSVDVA
# Active calls of the source: *; ? = inconclusive; . = not tested or not shown. Compounds were not picked by outcome. Share with any hit: about 2.1%.
SMILES,Arr AP2 block,SR-BI DiI-HDL act,Cardiac RTF inh,Keap1-Nrf2 PPI,PKA-R2B activ,LANA DNA inh,PvdQ inh,SR-BI DiI inh,NSD2 HMT inh,DAGLB inh
CC(C)c1nc2oc3c(N(C)CCO)ncnc3c2c2c1CCC2,-3.3,12.3,-2.6,-3.5,4.0,-0.2,-9.6,-12.3,-0.1,1.1
CC(C)NC(=O)COc1ccc(S(=O)(=O)N(C)Cc2ccccc2)cc1,3.9,-3.8,-6.9,-0.9,0.2,0.1,-2.6,3.8,.,-1.2
Cc1ccc(S(=O)(=O)N2CCC(C(=O)OCC(=O)NCc3ccco3)CC2)cc1C,1.0,17.9,-1.0,-2.2,-17.3,1.4,12.6,-17.9,-17.0,-2.8
COc1cccc(CN(C)S(=O)(=O)c2cccs2)c1,-6.1,.,4.0,-5.0,1.1,0.1,-14.9,.,1.8,-2.2
CC(C)OC(=O)c1ccc(COC(=O)CNC(=O)c2ccco2)cc1,-2.2,4.3,5.4,3.7,-9.8,-0.9,-11.1,-4.3,-3.7,-0.8
C[C@H](CO)N1C[C@H](C)[C@@H](CN(C)Cc2ccc(-c3ccccc3)cc2)Oc2c(NC(=O)Cc3ccccc3)cccc2C1=O,2.7,-15.2,3.5,1.6,-7.5,1.7,4.6,15.2,.,-0.1
Nc1ccc(SCc2cccnc2)cc1,11.1,14.9,5.3,-0.4,-9.9,-1.3,-3.9,-14.9,-1.2,-3.1
CCOC(=O)c1c(C)[nH]c(C(=O)N(C)Cc2cccc(OC)c2OC)c1C,5.0,.,-3.9,-1.6,-11.1,-0.6,2.7,.,2.1,-1.2
O=C(NCc1ccccn1)c1ccc(Cn2c(=S)[nH]c3ccc(Br)cc3c2=O)cc1,0.4,-69.6,3.1,-1.0,-7.8,-0.6,-7.2,69.6,-2.9,1.6
Cc1nonc1NC(=O)Nc1cccnc1,0.0,-11.8,-10.8,0.2,1.7,0.1,-9.6,11.8,-1.2,2.8
CC(C)C(C)(C#N)NC(=O)CSc1nnc(C(F)(F)F)n1C (configuration not stated),25.3,27.4,-12.1,0.0,6.9,-1.4,-11.9,-27.4,-1.2,-0.1
CCOC(=O)C(C)(C)C(=O)C(C)(C)C(O)c1ccccn1 (configuration not stated),3.4,-5.9,-5.5,-0.6,-4.6,1.0,-12.6,5.9,-1.1,-1.1
Cc1c(C(=O)N(C)C2CC(C)(C)NC(C)(C)C2)oc2c(F)cccc12,-10.6,4.7,-9.3,-0.1,-2.7,3.5,-12.2,-4.7,0.5,2.7
N#Cc1c(-c2ccc(F)cc2)cc(-c2cccs2)nc1SCC(=O)O,36.7,24.8,-9.5,0.7,5.6,-2.8,-8.0,-24.8,2.0,8.8
O=C1CCc2cc(S(=O)(=O)N3CCN(c4ccc(F)cc4)CC3)cc3c2N1CC3,-1.3,27.6,-3.8,-4.3,-10.3,0.2,3.0,-27.6,1.6,-6.5
Cc1ccc(SCCC(=O)NCc2ccncc2)cc1,13.5,?,-6.0,2.9,-20.9,-3.5,12.4,-142.4,0.0,-5.3
Cc1ccc(C(=O)Nc2ccc(F)c(S(=O)(=O)N3CCOCC3)c2)s1,23.5,-34.4,6.0,-0.1,5.4,1.8,2.2,34.4,-2.5,-8.0
Cc1ccc(OCCNC(=O)CNC(=O)c2ccccc2Cl)cc1,5.1,11.7,-4.8,-3.7,1.3,0.3,-12.2,-11.7,.,-0.1
CCOC(CNC(=O)C1CCN(S(=O)(=O)c2ccc3nc4c(c(C(=O)O)c3c2)CC(C)CC4)CC1)OCC (configuration not stated),10.9,-3.3,0.2,-1.9,-1.0,5.1,-9.4,3.3,4.4,0.0
O=C(NCC(c1ccco1)N1CCOCC1)c1ccc([N+](=O)[O-])cc1 (configuration not stated),22.1,.,-20.5,-1.1,3.1,-2.2,-4.4,.,-0.6,-0.3
C[C@H](N)c1nnc(SCc2c(Cl)cccc2Cl)o1,7.7,15.7,1.5,-0.1,1.5,-0.7,-2.6,-15.7,-2.2,-2.8
Cc1ccc(OC(C)C(=O)N(C)c2ccccc2)c([N+](=O)[O-])n1 (configuration not stated),4.3,-1.3,9.1,5.9,3.0,1.4,-0.7,1.3,-2.3,1.9
Cc1cccc(NC(=O)CS(=O)(=O)c2c[nH]c3ccccc23)c1C,-4.9,-2.3,-0.5,-0.6,-3.4,0.4,-19.5,2.3,.,-0.2
O=C(CC1SC(=Nc2ccc(OC(F)F)cc2)N(CCN2CCOCC2)C1=O)Nc1ccccc1 (configuration not stated),13.6,-23.2,2.3,0.5,-6.1,-1.1,-6.0,23.2,1.9,1.7
O=S(=O)(c1ccccc1)N(CC1CO1)c1cc(Cl)ccc1Cl (configuration not stated),0.4,14.7,-6.8,-1.8,1.5,0.3,-23.8,-14.7,-10.2,-3.5
O=C(Nc1cccc(-n2cnnn2)c1)c1cccc(Cl)c1,30.5,-14.4,-3.8,1.9,2.4,-1.4,-10.8,14.4,-3.3,1.0
COc1ccc(/C=C(\NC(=O)c2ccccc2)C(=O)NCc2cccnc2)cc1,0.9,.,-15.5,-2.5,-1.2,2.5,-3.6,.,-1.3,-0.8
Cc1ccc(NC(=O)CCC(=O)OCC(F)(F)C(F)F)cc1,3.2,6.4,-1.8,-9.9,0.6,0.2,-25.4,-6.4,120.9*,1.6
CC12CCC(C(=O)NCCN3CCCCC3)(CC1=O)C2(C)C (configuration not stated),-1.0,0.3,-8.2,-3.0,-7.6,-0.7,-6.4,-0.3,-1.5,1.5
Cc1nn(CSc2c(F)c(F)c(F)c(F)c2F)c(C)c1[N+](=O)[O-],-13.9,-5.7,-2.5,-5.3,-8.7,-1.2,-3.5,5.7,-4.7,-3.1
CCN(CC)S(=O)(=O)c1ccc(N2CCOCC2)c(NS(=O)(=O)c2ccc(C)cc2)c1,2.3,23.7,-10.1,-1.8,1.0,-0.8,-4.9,-23.7,-0.4,2.0
CC[C@]12c3[nH]c4ccc(OC)cc4c3CCN1C(=O)C(CC(=O)NCCCN(C)C)C[C@@H]2C(=O)N1CCN(C(=O)C2CC2)CC1 (some centres not stated),1.2,28.9,-3.4,-0.9,-0.2,1.2,-4.2,-28.9,.,-0.1
CCCC(c1nnnn1C(C)(C)C)N1CCN(c2ccccc2)CC1 (configuration not stated),-8.1,-23.7,-6.2,3.0,-16.7,0.3,-8.4,23.7,-4.6,-3.7
COc1ccc(OC)c(NC(=O)/C=C/c2ccc(S(=O)(=O)N3CCOCC3)cc2)c1,-2.4,-71.6,9.2,-1.4,7.1,1.2,-4.7,?,0.7,1.4
CC1=C(CC(=O)c2ccc(Cl)cc2)C(=O)c2ccccc2C1=O,29.4,2.8,0.7,-0.8,5.9,-0.7,-3.0,-2.8,4.3,-1.7
COCCNC(=O)C(OC(=O)c1ccco1)c1ccccc1OC (configuration not stated),-4.9,23.8,9.2,-3.9,3.6,-1.6,-3.2,-23.8,-2.4,2.9
COc1cc2c(cc1OC)C(=Cc1ccc(N(C)C)cc1)C=C2,-5.1,-76.4,-2.4,-4.9,-11.1,-4.2,-4.2,76.4*,5.6,11.9
O=P1(c2ccccc2)C=Cn2c1cc1c2CCCC1 (configuration not stated),7.4,-17.3,-10.0,-3.1,1.3,0.1,-13.3,17.3,-5.8,-2.8
Cc1ccc(C(=O)CC2(O)C(=O)N(Cc3ccc4c(c3)OCO4)c3ccccc32)cc1 (configuration not stated),-0.3,-5.8,-7.1,3.3,-1.7,-1.0,-5.7,5.8,0.7,-3.7
O=C(NNc1ccccc1[N+](=O)[O-])NC1CCCCC1,9.9,6.8,-5.8,-3.4,6.5,-0.8,-5.8,-6.8,3.9,1.7
CC(=O)N1CCc2cc(Br)cc(S(=O)(=O)NCCCN(C)Cc3ccccc3)c21,17.0,.,5.5,1.7,6.6,0.0,-9.9,.,125.4*,-0.8
COc1ccccc1C(=O)Nc1ccccc1SC,11.7,-2.9,-3.6,3.0,-3.6,1.4,14.8,2.9,-5.0,-7.8
Cc1ccc(C)c(Cn2nnc3c(=O)[nH]c(C4CCCN(S(=O)(=O)Cc5ccccc5)C4)nc32)c1 (configuration not stated),4.8,.,-10.8,-5.0,-1.3,-1.8,-11.4,.,9.9,-1.7
Cc1ccc2c(Cl)cc(Cl)c(OCC(=O)NC(C)(C)C)c2n1,10.5,-21.0,0.1,-0.6,-5.6,-1.9,10.4,21.0,-4.2,-1.9
COc1cc(-c2nc(CN(C)C(C)c3ccncn3)c(C)o2)ccc1F (configuration not stated),-19.6,-3.7,-8.9,-7.7,3.3,-0.9,-4.7,3.7,2.3,-2.7
COc1ccc(S(=O)(=O)n2cccc2)cc1OC,-14.8,-3.1,4.6,0.9,-9.5,0.1,1.6,3.1,-0.5,-0.3
CN(C)S(=O)(=O)c1ccc(Cl)c(C(=O)OCC(=O)c2ccco2)c1,34.8,6.9,-7.6,1.8,-7.5,4.2,-8.6,-6.9,55.4*,4.0
Cc1c(C=NNc2ccccc2)[nH]c(=O)[nH]c1=O,-5.3,10.9,-8.4,3.0,-2.5,0.1,-20.8,-10.9,-2.3,-0.1
O=C(COC(=O)c1cccc(F)c1)Nc1ccc(Cl)cn1,0.5,15.6,-0.1,-5.1,4.9,0.4,-10.5,-15.6,-2.7,-2.1
COc1ccc2c(c1)C=C(CN1CCN(Cc3ccccc3C)C(CCO)C1)CO2 (configuration not stated),-6.1,4.0,3.9,-0.9,-0.4,1.8,0.4,-4.0,3.4,-1.6

# Remaining list, next part
SMILES,Arr AP2 block,SR-BI DiI-HDL act,Cardiac RTF inh,Keap1-Nrf2 PPI,PKA-R2B activ,LANA DNA inh,PvdQ inh,SR-BI DiI inh,NSD2 HMT inh,DAGLB inh
CCOc1ccc(C(=O)N(CN2CCCC2=O)c2cccc(Cl)c2)cc1,0.9,4.8,-8.3,-0.5,4.1,-0.4,-16.0,-4.8,0.4,-0.9
COc1ccc(-n2ncc3c(NCCN4CCOCC4)ncnc32)cc1,12.9,3.2,2.5,2.2,3.2,0.2,-7.5,-3.2,-0.9,2.8
CCN(CC)c1ccc(NC(=O)c2ccccn2)cc1S(=O)(=O)Nc1ccccc1OC,-9.6,-8.9,12.6,-6.6,0.1,-3.1,-2.3,8.9,-5.1,-3.5
CCn1ccnc1CNCc1cn(-c2cc(C)ccc2C)nc1-c1ccccc1,-3.1,-5.5,0.3,-6.4,0.7,0.1,-8.9,5.5,.,0.1
